Assay outcomes as filed in PubChem.
FEN1 inhibitor: qHTS Assay for the Inhibitors of Human Flap endonuclease 1 (FEN1) | AID 588795, 2011 | Recombinant FEN1 flap cleavage, fluorescence, 15 min | hit rate 0.35% among 390,000 | Potency, µM (series often up to 114 µM), inactives show at the top dose activity change, negative = inhibition, hits mostly inhibitors; also: nearly all actives have a fitted effect of over 65% in size
Target sequence (P39748 whole entry, looked up): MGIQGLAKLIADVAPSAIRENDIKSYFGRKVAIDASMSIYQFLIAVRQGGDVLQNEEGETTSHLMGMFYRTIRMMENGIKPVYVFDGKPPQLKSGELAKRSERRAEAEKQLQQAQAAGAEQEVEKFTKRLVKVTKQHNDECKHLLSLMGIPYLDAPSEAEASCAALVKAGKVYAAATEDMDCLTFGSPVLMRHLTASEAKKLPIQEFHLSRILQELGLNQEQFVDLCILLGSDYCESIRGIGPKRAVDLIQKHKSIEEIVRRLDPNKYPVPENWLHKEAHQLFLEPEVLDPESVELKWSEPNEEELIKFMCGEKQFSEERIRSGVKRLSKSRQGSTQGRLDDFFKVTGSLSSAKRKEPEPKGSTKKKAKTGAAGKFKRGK
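FEN1 at 10 nM preincubated with compounds 15 min at room temperature, then flap DNA substrate added at 50 nM final. Signal read at 0 and 15 min; concentration-response fitted with four-parameter Hill equation.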
TDP1 block: qHTS Assay for Inhibitors of Tyrosyl-DNA Phosphodiesterase (TDP1) | Tyrosyl-DNA phosphodiesterase 1 (Homo sapiens), Q9NUW8 | recombinant TDP1, AlphaScreen DNA substrate cleavage | Potency, µM (top dose mostly 130 µM), without a hit: top-dose activity change, negative = inhibition, actives largely listed as inhibitors | hit rate 0.28% among 350,000 | AID 485290, 2010; also: nearly all actives have a fitted effect of over 40% in size
Target sequence (Q9NUW8 whole entry, looked up): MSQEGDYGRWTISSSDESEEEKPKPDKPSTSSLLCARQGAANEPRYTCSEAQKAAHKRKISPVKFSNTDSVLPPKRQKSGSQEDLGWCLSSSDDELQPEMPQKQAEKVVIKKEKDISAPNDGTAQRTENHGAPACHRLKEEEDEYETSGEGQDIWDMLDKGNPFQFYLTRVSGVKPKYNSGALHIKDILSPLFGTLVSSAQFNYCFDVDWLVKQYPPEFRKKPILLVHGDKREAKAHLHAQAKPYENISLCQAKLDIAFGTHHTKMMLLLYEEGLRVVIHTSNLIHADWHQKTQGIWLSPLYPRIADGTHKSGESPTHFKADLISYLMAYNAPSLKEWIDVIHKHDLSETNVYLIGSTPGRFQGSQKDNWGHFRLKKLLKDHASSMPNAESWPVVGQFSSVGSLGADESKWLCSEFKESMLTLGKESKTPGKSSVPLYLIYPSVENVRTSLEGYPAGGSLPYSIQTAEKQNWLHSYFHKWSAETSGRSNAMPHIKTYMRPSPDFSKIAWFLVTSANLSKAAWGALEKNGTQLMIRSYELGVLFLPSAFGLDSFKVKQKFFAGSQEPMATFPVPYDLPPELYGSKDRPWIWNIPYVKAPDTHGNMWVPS
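Here, a 5' biotin and 3' phosphotyrosine-FITC DNA oligonucleotide reports Tdp1 activity: intact substrate bridges AlphaScreen beads, while cleavage leaves a 3' phosphate and drops signal. All incubations at room temperature.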
N370S GC: qHTS Assay for Inhibitors and Activators of N370S glucocerebrosidase as a Potential Chaperone Treatment of Gaucher Disease | Lysosomal acid glucosylceramidase (Homo sapiens), P04062 | Potency, µM (series often up to 59.4 µM), for the others: at the highest dose activity change, negative = inhibition, actives largely listed as inhibitors | AID 2101, 2009 | hit rate 0.092% among 330,000 | N370S GC spleen homogenate, 4MU-glucoside fluorescence;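 also: 0% = full enzyme activity and -100% = no enzyme basal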
* = called active by the depositor; u = inconclusive; x = not tested or not shown; & = joins results of further samples; [ ] = dose if it differs, or a comment. Calls follow the shape of the dose curve; as a rule, active = well fitted curve in the direction sought with a large enough effect; inconclusive = small, poorly fitted or top-dose-only effect, or another doubt; inactive = no such curve, though single readings can be large; an effect the other way counts as inactive or inconclusive. Unless noted, % is scaled to controls: 0 for no effect and ±100 for the full control effect; potency is read from the fitted curve at half-maximal effect.

SMILES	FEN1 inhibitor	TDP1 block	N370S GC
CCCCN1C(=O)C(O)(CC(=O)c2c(C)coc2C)c2ccccc21 (stereo not given)	-1.8%	-1.2%	-0.2%
O=C(CSc1nnc(COc2ccccc2)o1)Nc1ccc(F)cc1	5.3%	2.7%[0.0935 µM]	-5.5%
Cc1cccc(N(CC(=O)NC2CCCC2)C(=O)c2cc3cc4cccc(C)c4nc3s2)c1C	11.7%	4.0%	6.2%
CN(C(=O)c1ccc(COc2ccccc2Br)o1)c1ccccc1	-0.4%	2.7%	11.0%
OC1(c2cccs2)CN(c2ccc(Cl)cc2)C2=[N+]1CCCC2 (stereo not given)	0.8%	1.2%	-5.2%
COc1ccc(C(=O)NC(=S)NCc2cccnc2)cc1OC	-0.4%	3.6%	-2.2%
COc1cc(C#Cc2c(-c3cncn3C)n(C)c3ccc(-c4cc(OC)c(OC)c(OC)c4)cc23)cc(OC)c1	-19.4%	5.5%	x
C=CCSc1nnc(NC(=O)CSc2ccccn2)s1	2.1%	3.2%	14.6%
CCOC(=O)Cc1csc(NC(=O)CC(C)(C)C)n1	0.3%	5.7%	1.5%
CC(C)(C)c1nnc2sc(SCCN3C(=O)c4ccccc4C3=O)nn2c1=O	-3.1%	3.0%	16.3%
Cc1ccc(-c2nc3cccnc3o2)cc1NC(=O)COc1ccc(Cl)cc1C	-8.7%	-4.2%	3.4%
Cc1ccc(C)c(N2CCN(C(=O)CCS(=O)(=O)c3ccc4c(c3)NC(=O)CO4)CC2)c1	-21.3%	6.2%	0.3%

Next part; the last 6 above are carried over.
SMILES	FEN1 inhibitor	TDP1 block	N370S GC
COc1cc(C#Cc2c(-c3cncn3C)n(C)c3ccc(-c4cc(OC)c(OC)c(OC)c4)cc23)cc(OC)c1	-19.4%	5.5%	x
C=CCSc1nnc(NC(=O)CSc2ccccn2)s1	2.1%	3.2%	14.6%
CCOC(=O)Cc1csc(NC(=O)CC(C)(C)C)n1	0.3%	5.7%	1.5%
CC(C)(C)c1nnc2sc(SCCN3C(=O)c4ccccc4C3=O)nn2c1=O	-3.1%	3.0%	16.3%
Cc1ccc(-c2nc3cccnc3o2)cc1NC(=O)COc1ccc(Cl)cc1C	-8.7%	-4.2%	3.4%
Cc1ccc(C)c(N2CCN(C(=O)CCS(=O)(=O)c3ccc4c(c3)NC(=O)CO4)CC2)c1	-21.3%	6.2%	0.3%
CC(/C=C/c1ccccc1)=N\NC(=O)C1CC1(C)c1ccccc1 (stereo not given)	-14.7%	5.1%[56.1 µM]	u
Cc1ccc(S(=O)(=O)N2CCCC2C(=O)Nc2nc3c(s2)CCCC3)cc1 (stereo not given)	-1.5%	4.1%	u
CCOc1cc(C(=O)Nc2ccc3oc(-c4ccc(F)cc4Cl)nc3c2)cc(OCC)c1OCC	-18.7%	-9.3%[12.3 µM]	x
COc1cccc(NC(=O)CCc2nnc3n(Cc4ccccc4Cl)c(=O)c4ccccc4n23)c1	20.1%	-3.9%	x
C/C(=N/NC(=O)c1cccs1)c1c(C)[nH]n(-c2nc3ccccc3s2)c1=O	u	8.1%	1.1%
O=C(Nc1cc2c3c(c1)C1CCCC1CN3CC1CCCC21)c1ccc([N+](=O)[O-])cc1 (stereo not given)	-2.7%	8.1%	5.5%
Cc1cc(-c2ccccc2)c2c(n1)sc1c(O)cc(=O)[nH]c12	4.7%	x	-1.6%
Cc1ccc(CNC(=O)CC2Sc3ccccc3NC2=O)cc1 (stereo not given)	9.9%	0.0%	-11.9%
NC(=O)Cn1nnc(-c2ccc(CN3CCCCC3)cc2)n1	18.0%	4.9%	-2.1%
COc1ccc(CCC(=O)NCCc2csc(-c3ccc(F)cc3)n2)cc1	-5.5%	-1.8%	x
COc1ccc(-c2cn3cccc(C)c3n2)cc1F	-17.9%	-6.7%	19.3%
C/C(Nc1ccccc1)=C(/C#N)C(N)=O	-2.4%	2.2%	19.2%
COc1ccc2c(c1)c(=O)oc1cc(OCC(=O)NC3CC3)ccc12	-4.0%	x	3.5%
Cc1cccc(OCCCC(=O)NNC(=O)c2cccc(N(C)C)c2)c1	-1.9%	3.2%	x
O=C(NCc1cccnc1)C12CC3CC(CC(C3)C1)C2	15.7%	x	-20.0%
Cc1ccc(S(=O)(=O)NCC(=O)OC2CCOC2=O)cc1 (stereo not given)	-11.2%	0.0%	-9.5%
Cc1cc2nc(-c3cc(N4CCOCC4)ccc3[N+](=O)[O-])ccn2n1	0.6%	1.2%	-9.8%
CCCCn1c(=O)[nH]c(=O)c2c1nc(-c1ccc(OC)c(Br)c1)n2CC(C)C	-24.6%	5.8%	u
COc1ccccc1N1CCN(C(=O)Nc2cn(CC(C)C)c(=O)c3ccccc23)CC1	3.5%	2.1%	x
COc1ccc(C(=O)Nc2ccc(/C(C)=N/NC(=O)c3ccncc3)cc2)cc1	x	-0.1%	-4.9%
Cc1noc(C)c1CSc1nnc(-c2ccccc2)n1N	-4.5%	0.9%	x
CCOc1ccc2nc(N3CCN(C(=O)C(C)C)CC3)sc2c1	-4.9%	2.6%	x
COc1cc(C2c3c(-c4ccccc4)n[nH]c3C(=O)N2c2ccccc2)ccc1O (stereo not given)	-19.6%	5.2%	-12.4%
COc1ccc(OC)c(C2=NOC(C(=O)N3CCCc4ccccc43)C2)c1 (stereo not given)	-17.2%	0.0%	14.0%
Oc1ccc2oc3c(c2c1C=NCc1ccncc1)CCCC3	-7.1%	0.0%	18.8%
CCc1ccccc1N(CC(=O)O)S(C)(=O)=O	4.6%	8.7%	4.4%
COc1ccc(S(=O)(=O)N2CCN(c3ccc(F)cc3)CC2)cc1C(=O)N1CCCC1	-1.1%	2.1%	2.5%
Cc1ccc(Nc2c(-c3ccco3)nc3ccc(C)cn23)cc1	0.0%	2.7%	x
CCOc1ccccc1/C=C(/NC(=O)c1ccccc1)C(=O)N1CCCCC1	3.6%	2.0%	10.3%
COc1ccc(Cl)cc1C(=O)NCC(c1ccc(N(C)C)cc1)N1CCCC1 (stereo not given)	3.3%	3.8%	x
CN(C)CCCNC(=O)c1cc(C(=O)C2CCCCC2)c[nH]1	u	3.6%	-4.4%
Cc1ccccc1Cn1c(C(=O)OC(C)C)cc2c1ccn2C	-15.2%	9.6%	17.1%
O=C(CN=C1NC(=O)C(c2ccccc2)(c2ccccc2)N1)NCc1ccc(F)cc1	-3.2%	0.0%	3.9%
O=C(CCCCCNc1nc(=S)[nH]c2ccccc12)NCCc1ccc(Cl)cc1	-3.8%	-2.6%	u
Cc1ccccc1C(=O)/C=C1\NC(=O)CS1	-2.6%	-1.0%	4.7%
Cc1nnc(Sc2c(N)n(C)c(=O)[nH]c2=O)s1	0.5%	6.8%	3.4%
Cc1cc(C)c(C)c(S(=O)(=O)N2CCN(C(=O)CCC(=O)N3CCOCC3)CC2)c1C	19.1%	5.0%	-5.7%
Cc1ccccc1CS(=O)(=O)c1ncc(Cl)c(C(=O)Nc2nnc(C(C)C)s2)n1	11.7%	0.0%	x
O=C(O)CCc1ccc(-c2ccccc2)o1	5.5%	8.0%	-0.4%
COC(=O)Cc1ccc(N(Cc2ccccc2F)S(=O)(=O)c2ccc(Cl)cc2)cc1	-5.2%	0.0%	14.5%
CC(NC(=O)CN(C)CC(=O)Nc1ccc(F)c(F)c1F)c1ccccc1 (stereo not given)	5.5%	-1.2%	3.4%
CCCCCCN(C(=O)CCCCCN1C(=O)NC(c2ccc(-c3ccccc3)cc2)C(C(=O)OCc2ccccc2)=C1C)C(C(=O)NCCCC)c1ccc(OCC(=O)OC)cc1 (stereo not given)	x	3.9%&8.7%	5.1%&-2.2%
CCCCOc1ccc(-c2c(C#N)c(N)[nH]c(=S)c2C#N)cc1	-3.2%	9.8%	-7.9%
Cc1cc(N)n(-c2ccc(Oc3ccccc3)c(S(=O)(=O)O)c2)n1	7.1%	0.0%	-1.3%
COc1cc(Cl)c(C)cc1NC(=O)COC(=O)c1cc[n+]([O-])cc1	-7.1%	-0.5%	-9.4%
Cc1ccc(C2CN(c3ccccc3)CC2C(=O)c2ccc(F)cc2)cc1 (stereo not given)	-5.4%	3.2%	-0.9%
O=C(c1cnc2sccn2c1=O)N(Cc1ccccc1)c1ccccn1	-12.1%	6.5%	-3.8%
COc1ccc(OCC(=O)Nc2ccc(NC(=O)c3cccs3)cc2)cc1	3.6%	-5.3%	-2.7%
COC(=O)c1ccc(S(=O)(=O)NCc2ccc(OC)cc2)n1C	3.5%	5.0%	10.7%
O=C1c2ccccc2C(=O)N1c1ncn[nH]1	-16.8%	-2.6%	-0.3%
COc1ccc(C(C(=O)NC2CCCC2)N(Cc2ccccc2)C(=O)CNC(=O)c2ccco2)cc1 (stereo not given)	0.0%	6.8%	-10.7%
Cc1ccc(C)c(CSc2nnc(-c3cccs3)n2Cc2ccco2)c1	-15.1%	3.1%	6.6%
O=C(NNc1c2ccccc2nc2ccccc12)c1cccc(O)c1	u	10.5%	-10.9%
Cc1ccc(S(=O)(=O)N2CCC(NC(=O)c3cccnc3)CC2)cc1Cl	11.7%	x	-4.2%
O=C1/C(=C/c2ccncc2)SC(=S)N1C1CCS(=O)(=O)C1 (stereo not given)	-1.7%	-2.0%	2.6%
CC(=O)Oc1ccc(C(=O)Nc2cccc(C(=O)NC(C)(C)C)c2)cc1	-7.7%	-1.2%	-5.6%
O=C(c1cccnc1)N1CCC(c2nc3ccccc3[nH]2)CC1	x	2.1%	0.1%
CCOC(=O)CNC(=O)CSc1ccc2nnc(-c3cccnc3)n2n1	1.7%	2.6%	-1.0%
O=C(NCCCN1CCOCC1)[C@@H]1CSC2c3ccccc3C(=O)N21 (stereo not given in full)	-0.2%	0.0%	-1.3%
COc1ccc(CCNC(=O)c2ccc(CNS(=O)(=O)c3ccc(C(C)(C)C)cc3)cc2)cc1OC	-8.7%	-1.8%	3.3%
(next part)
SMILES	FEN1 inhibitor	TDP1 block	N370S GC
COc1ccc(CNc2ncnc3onc(C)c23)cc1	15.6%	1.1%	x
Cn1cc(/C=C2\SC(=O)NC2=S)c2ccccc21	-6.7%	3.6%	7.8%
CN(C)CCCN(Cc1cc2cc3c(cc2[nH]c1=O)OCO3)C(=S)NCc1ccco1	9.3%	6.0%	8.1%
COC(=O)c1ccc(C(NC(=O)OCc2ccccc2)/C(=C/[C@@H](C)C(=O)NCc2cc(C)n(C)n2)c2cccnc2)cc1 (stereo not given in full)	x	3.3%	8.8%
CCC(=O)Nc1c(-c2ccc3ccccc3c2)nc2ccccn12	12.9%	x	-1.6%
O=C(NNS(=O)(=O)c1ccccc1C(F)(F)F)c1cccc(S(=O)(=O)Nc2ccccc2Cl)c1	2.6%	5.3%	-0.5%
Cc1nnc(N2CCN(c3ccccc3F)CC2)c2c1nnn2Cc1ccccc1Cl	-1.6%	-4.7%	x
CS(=O)(=O)Nc1ccc(S(=O)(=O)NCCc2ccccc2)cc1	2.1%	4.4%	-3.6%
Cc1[nH]c2ccccc2c1/C=C(\C#N)C(=O)NCc1ccccc1	-2.3%	10.8%	-1.8%
Cc1c(Cl)cccc1NC(=S)NC1CC1	6.3%	-2.2%	5.7%
O=C(CCC(=O)N1Cc2ccccc2Oc2ncccc21)Nc1ccc(Cl)cc1	14.2%	0.0%	x
O=C(Cc1cnc2ncnn2c1)N1CCc2c([nH]c3ccccc23)C1c1ccccn1 (stereo not given)	2.8%	4.9%	11.2%

Arranged by SMILES length (falling): some entries from above
SMILES	FEN1 inhibitor	TDP1 block	N370S GC
COC(=O)c1ccc(C(NC(=O)OCc2ccccc2)/C(=C/[C@@H](C)C(=O)NCc2cc(C)n(C)n2)c2cccnc2)cc1 (stereo not given in full)	x	3.3%	8.8%
O=C(Cc1cnc2ncnn2c1)N1CCc2c([nH]c3ccccc23)C1c1ccccn1 (stereo not given)	2.8%	4.9%	11.2%
O=C(CCC(=O)N1Cc2ccccc2Oc2ncccc21)Nc1ccc(Cl)cc1	14.2%	0.0%	x
Cn1cc(/C=C2\SC(=O)NC2=S)c2ccccc21	-6.7%	3.6%	7.8%
Cc1c(Cl)cccc1NC(=S)NC1CC1	6.3%	-2.2%	5.7%

More entries.
SMILES	FEN1 inhibitor	TDP1 block	N370S GC
C/C(CC(=O)NC1CCCCC1)=N\NC(=O)Cc1ccc(-c2ccccc2)cc1	2.9%	2.6%	-6.2%
CCOC(=O)CCn1c(=O)c2c(nc(Br)n2Cc2ccccc2)n(C)c1=O	-6.7%	4.2%	-1.5%
COc1ccc(-c2nc(CN(Cc3cnn(C)c3)C(C)C)c(C)o2)c(OC)c1	3.1%	0.0%	1.9%
O=C(Nc1cccc(Cl)c1)Nc1ccccc1OCc1cc(=O)n2ccccc2n1	-5.3%	2.7%	x
CC(Nc1nc(=S)nc(Nc2ccc(F)cc2)[nH]1)c1ccccc1 (stereo not given)	2.8%	x	-0.4%
CC(=O)Nc1ccc2oc(-c3cc(F)c(F)cc3Cl)nc2c1	-3.1%	2.2%	8.4%
O=c1[nH]cnc2c1ncn2[C@@H]1O[C@H](CO)[C@@H](O)[C@H]1O	17.2%	5.5%	19.2%
